# Bioassay records (PubChem BioAssay)
# HUVEC tox IL1B = toxic to HUVEC cells under IL-1B stimulation; HUVEC cell count loss, Hoechst imaging, IL-1B stimulated; cell count reduction, % at 2 µM; 94,000 compounds, 0.41% hits; AID 845;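 active = cell count reduction more than 3 SD above the screen-wide mean, cut at about 70% in these data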;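 note: normalized per plate to untreated control cells as the no-loss baseline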
# F-actin modifier = cytoskeleton assembly modification; HUVEC TNFa F-actin phalloidin imaging, high content; inhibition, % at 2 µM; 91,000 compounds, 0.18% hits;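 active = inhibition above the batch mean plus 3 SD and confirmed as a hit by visual image inspection, cut at about 30% in these data, passing the limit was not always enough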; note: strong numbers were not always called active
# Lung fibro prol = blocks proliferation of human lung fibroblasts; 85,000 compounds, 1.1% hits; LL 47 human lung fibroblast viability, ATP luminescence; hits give low values; viability, % at 10 µM;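 active = viability at or below 50% in the single dose screen; inactive = viability above 50%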;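 note: compound exposure lasted 72 h before the ATP readout; 100% = median luminescence of untreated cell-only wells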
#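 Test system: LL 47 human lung fibroblasts; Quantity: 1,150 cells/well; Buffer or medium: IMEM plus 15% FBS; Dosing: tenfold compound dosing solution, DMSO at 0.1%; Timing: overnight cell rest, 72 h compound treatment at 37 °C; Detection: ATP-based CellTiter-Glo luminescent readout; Read-out basis: viability percentage against median untreated-cell control; Controls: cell-only wells, no compound.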
# HUVEC tox TNFa = toxic to HUVEC cells under TNF alpha stimulation; 93,000 compounds, 0.17% hits; cell count reduction, % at 2 µM; AID 848; HUVEC TNFalpha-stimulated, Hoechst cell count, imaging;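 active = cell count reduction exceeding the screen mean by over 5 SD, scaled to untreated wells per plate, cut at about 78% in these data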;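 note: cells counted after 24 h of TNF alpha exposure following the 1 h pretreatment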
# VCAM1 TNFa inh = reduces TNF alpha induced VCAM1 expression in HUVEC | 95,000 compounds, 0.48% hits | inhibition, % at 2 µM | HUVEC TNFa-induced VCAM-1 immunofluorescence, high-content imaging;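 active = inhibition above the batch mean plus 3 SD, with images confirmed as a hit by eye, cut at about 37% in these data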;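 note: 0% = TNF-stimulated DMSO wells and 100% = unstimulated control wells; not every result past the cut was called active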
# Smad3 inh = Smad3 (human) transcription factor binding inhibition. TR-FRET Smad3/Dy647-FoxH1 peptide binding, europium anti-His. 88,000 compounds, 0.29% hits. AID 630. inhibition, % at 25 µM;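 active = compounds that reduce the energy-transfer binding signal between the protein and its labelled peptide by more than half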;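 note: 0% = Smad3 plus labelled peptide maximal FRET and 100% = peptide-only background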
# Target sequence (P84022 whole entry, looked up): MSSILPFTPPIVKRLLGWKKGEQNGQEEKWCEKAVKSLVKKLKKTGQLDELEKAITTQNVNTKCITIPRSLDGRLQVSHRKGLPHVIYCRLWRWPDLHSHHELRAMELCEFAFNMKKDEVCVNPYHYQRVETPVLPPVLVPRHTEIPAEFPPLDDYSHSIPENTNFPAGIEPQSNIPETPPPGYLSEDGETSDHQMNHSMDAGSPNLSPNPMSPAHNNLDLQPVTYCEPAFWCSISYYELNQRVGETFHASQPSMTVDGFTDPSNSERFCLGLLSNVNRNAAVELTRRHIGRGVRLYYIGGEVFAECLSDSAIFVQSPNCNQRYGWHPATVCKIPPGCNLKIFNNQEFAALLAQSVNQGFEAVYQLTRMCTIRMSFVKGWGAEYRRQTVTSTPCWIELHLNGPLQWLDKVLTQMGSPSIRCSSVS
# HUVEC prolif 384 = inhibitors of human endothelial cell proliferation | HUVEC proliferation, CellTiter-Glo luminescence, 72 h; hits give low values | viability, % at 10 µM (by protocol) | 86,000 compounds, 1.1% hits;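 active = viability at or below 30%; inactive = viability above 30%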;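 note: 100% = median luminescence of DMSO-only cell control wells on each plate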
# Pyk2 oligo antag = Pyk2 (human) oligomerization antagonism; Q14289; Q293 cells, Pyk2 FERM NanoBiT luminescence; hits give low values; z-score (the deposit names both 25 µM and 10 µM); 99,000 compounds, 0.83% hits; AID 1347419;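 active = Z-score of -3 or lower, scaled per plate to the spread of control and sample wells; inactive = z-score above -3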;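 note: negative z-score means lost luminescence so less FERM oligomerization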
# H69AR inhibit = blocks growth of human H69AR lung tumor cells; H69AR lung tumor viability, ATP luminescence, 72 h; hits give low values; viability, % at 10 µM; 85,000 compounds, 6% hits; AID 598;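 active = viability at or below 40%; inactive = viability above 40%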;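 note: multidrug resistant small cell line overexpressing MRP-1 efflux transporter; 100% = mean luminescence of untreated control wells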
# Numbers without * were called inactive; x = no result given; [ ] = another dose, or the depositor's remark. The list is partial. The share of hits here may be higher or lower than overall.
SMILES,HUVEC tox IL1B,F-actin modifier,Lung fibro prol,HUVEC tox TNFa,VCAM1 TNFa inh,Smad3 inh,HUVEC prolif 384,Pyk2 oligo antag,H69AR inhibit
CCN1C(=O)c2cccc3c(S(=O)(=O)Nc4ccccn4)ccc1c23,-25.4,27.9,73.6,-24.4,43.1,6.4,65.3,0.64,76.3
CCC(c1nc2ccccc2c(=O)n1CCN1CCOCC1)N1C(=O)c2ccccc2C1=O (stereo not drawn),-139.3,-2.1,96.4,-25.1,-0.9,4.0,106.7,-0.35,92.2
CCCC(c1nnnn1Cc1ccccc1)N1CCN(c2ccccc2OC)CC1 (stereo not drawn),-38.9,13.5,107.4,-24.9,16.7,1.1,103.3,-0.7,99.4
COc1ccc(CCn2c(C)cc(C(=O)CSc3nnnn3-c3ccccc3)c2C)cc1,-27.6,11.3,88.1,0.4,-1.9,15.2,51.6,0.39,64.7
CNc1nc(Cl)nc(NC(C)(C)C)n1,-15.9,16.4,x,7.9,3.5,x,x,0.03,x
CCCCn1c(SCC(=O)Nc2cc(C)on2)nnc1-c1cccnc1,1.6,-8.0,100.4,12.1,15.0,1.3,97.8,0.37,96.3
O=C(O)/C=C/C(=O)Nc1ccccc1-c1ccccc1,14.6,8.4,x,-6.9,-6.6,x,x,-0.05,x
Cc1ccc(F)cc1NC(=O)c1cccc(N(C)C)c1,17.3,-49.2,104.1,9.8,-5.6,4.2,109.4,2.62,92.2
NC(=O)C1CCN(Cc2nc3cc(Cl)ccc3c(=O)[nH]2)CC1,-7.6,5.3,x,-5.2,0.7,x,x,-0.78,x
COCCOCCOCCC(=O)NC1CC2CCC1(C)C2(C)C (stereo not drawn),-4.4,16.9,98.5,-40.8,-62.4,-9.4,86.6,0.51,99.8
CC(C)OC(=O)c1c(NC(=O)c2ccco2)sc2c1CCCC2,21.2,-2.0,93.1,3.7,13.6,-2.0,85.4,-0.33,108.6
COc1ccc(C(=O)N(Cc2ccc(N(C)C)cc2)C2CCS(=O)(=O)C2)cc1 (stereo not drawn),-74.4,x,104.2,-42.3,14.8,-7.5,93.8,0.65,80.1
Cc1coc2c(O)cc3c(c12)OC1(N2CCCCC2)C(=O)NCCCC31 (stereo not drawn),x,x,86.0,x,x,16.0,6.4*,x,1.3*
Cc1nn(C)c(C)c1Sc1ccc(Br)cc1,-27.5,15.5,95.0,-10.1,13.4,-16.1,98.3,0.44,85.0
O=C(Nc1cccc(F)c1)Nc1ccccn1,28.0,-24.9,x,2.4,-7.3,x,x,-0.57,x
CCCn1c(SCC(=O)O)nc2ccccc21,-30.8,-0.1,89.2,7.1,-7.5,5.3,95.7,2.24,100.8
COc1ccc(Oc2c(Cl)cnn(-c3ccc(F)cc3)c2=O)cc1,-7.3,-8.8,x,1.0,-9.5,x,x,0.65,x
CN(C)S(=O)(=O)N1CCN(Cc2ccccc2)CC1,2.4,x,98.5,-16.0,13.0,-4.3,92.6,0.04,78.1
O=c1[nH]c(NCCO)nc2ncn(Cc3ccccc3)c12,4.9,-3.8,89.6,-3.9,21.7,2.9,96.4,0.11,83.0
CCOC(=O)N1CCN(Cc2ccccn2)CC1,2.4,-14.7,106.1,-19.2,9.9,2.4,110.3,0.2,97.8
O=C(Nc1ccc(C(F)(F)F)cc1)c1cccnc1N1CCOCC1,12.0,-15.5,82.9,-3.0,12.1,-2.5,82.4,1.15,38.6*
CCn1c2ccccc2c2nnc(SCC(=O)c3ccccc3)nc21,13.2,-3.4,94.4,-14.6,-8.3,5.3,80.1,-0.46,52.4
Cc1ccccc1-c1noc(-c2ccccc2C(=O)N2CCCC2)n1,-24.4,36.7,96.8,-15.6,8.1,4.4,108.6,-0.75,80.0
O=c1sc(N2CCN(c3ccc(F)cc3)CC2)nc2ccsc12,8.4,-15.2,87.3,-3.4,8.6,16.5[fluorescence artefact?],88.5,x,49.0
Cc1ccc(C2C(C#N)=C(N)Oc3c2sc2ccccc32)o1 (stereo not drawn),8.7,-11.6,57.7,7.7,13.9,8.1,41.2,x,12.7*

# Shown with values under each structure: part of the list above
# Each structure is followed by: HUVEC tox IL1B, F-actin modifier, Lung fibro prol, HUVEC tox TNFa, VCAM1 TNFa inh, Smad3 inh, HUVEC prolif 384, Pyk2 oligo antag, H69AR inhibit
- CCCn1c(SCC(=O)O)nc2ccccc21
  -30.8, -0.1, 89.2, 7.1, -7.5, 5.3, 95.7, 2.24, 100.8
- CCn1c2ccccc2c2nnc(SCC(=O)c3ccccc3)nc21
  13.2, -3.4, 94.4, -14.6, -8.3, 5.3, 80.1, -0.46, 52.4

# (list continues)
SMILES,HUVEC tox IL1B,F-actin modifier,Lung fibro prol,HUVEC tox TNFa,VCAM1 TNFa inh,Smad3 inh,HUVEC prolif 384,Pyk2 oligo antag,H69AR inhibit
CC(C)(C)NC(=O)Cn1nnc(-c2ccc(S(C)(=O)=O)cc2)n1,-14.4,-20.3,89.2,-7.6,5.7,1.3,87.4,-0.1,99.2
CCOC(=O)C(NS(=O)(=O)c1ccccc1)(C(F)(F)F)P(=O)(OC(C)C)OC(C)C (stereo not drawn),-28.3,14.2,x,-24.6,-20.5,x,x,0.32,x
C/C(Cl)=C/Cn1c(N2CCCC2)nc2c1c(=O)n(C)c(=O)n2C,9.8,-1.7,86.0,-29.6,0.7,-2.2,91.5,-0.09,33.4*
Cc1cccc(OCC(=O)Nc2nc3ccc([N+](=O)[O-])cc3s2)c1,-12.3,-2.8,x,-14.0,8.9,x,x,-0.68,x
Cc1ccc(NCC(=O)N/N=C\C(Br)=C\c2ccccc2)cc1,-7.9,1.4,99.7,-3.7,5.4,14.6,99.7,0.21,74.2
CC(C)CCSc1nc(N2CCOCC2)c2c(c1C#N)CC(C)(C)OC2,17.5,6.0,88.4,-8.0,-12.5,-1.6,79.8,-1.32,59.5
C=CCn1c(-c2ccc(Cl)cc2)ccc(C#N)c1=O,-36.6,-30.7,x,4.1,1.7,x,x,-0.09,x
COCCn1c(C)cc(C2=NNC(=Nc3ccccc3F)SC2)c1C,11.9,-2.5,95.8,-14.6,3.5,7.9,86.4,0.14,99.8
CCOc1ncccc1C(=O)OCC(=O)NCCc1ccccc1,16.2,-8.1,113.3,-5.7,13.6,-16.3,104.0,0.39,100.2
CCOC(=O)/C(O)=C/c1ncc(C(F)(F)F)cc1Cl,14.4,1.5,x,-11.9,2.3,x,x,-0.3,x
O=C(Nc1scc(-c2ccc(F)cc2)c1C(=O)O)c1ccco1,12.7,-43.4,99.0,34.4,-44.4,8.7,93.8,-1.06,88.2
CCOC(=O)N1CCN(CC(=O)Nc2c(C(=O)OC)[nH]c3ccc(Cl)cc23)CC1,-21.2,-7.4,87.8,-7.9,-17.4,3.1,84.6,0.16,51.4
CC(=O)Nc1nc(C)c(Oc2ccccc2)c(=O)[nH]1,8.5,2.9,102.6,-11.7,-11.3,1.8,92.9,1.34,92.9
O=C(CCN1CCCC1)Nc1cccc(Br)c1,5.0,-38.0,110.4,-1.3,9.7,-1.2,91.5,0.53,101.4
COC(=O)c1ccccc1NC(=S)NC(=O)CC(C)C,x,-22.6,x,-12.4,2.4,x,x,-0.12,x
COCCCNC(=O)c1sc2ncnc(N3CCc4ccccc4C3)c2c1C,x,0.0,67.6,-11.3,4.8,4.3,59.8,-0.01,27.7*
CCCCc1ccc(NC(=O)COCC)cc1,12.9,-7.6,95.3,x,-3.8,-2.9,78.7,0.56,95.2
S=c1[nH]nc(-c2ccco2)n1/N=C/c1ccc(Br)s1,0.7,-6.7,x,3.0,6.5,x,x,1.77,x
COc1cccc(C2c3c(oc4ccc(F)cc4c3=O)C(=O)N2CCCN2CCOCC2)c1 (stereo not drawn),x,x,110.5,x,x,3.4,104.5,x,96.9
c1ccc(C[n+]2csc3ccccc32)cc1,-4.7,-5.8,x,17.8,-1.8,x,x,-0.24,x
CCOC(=O)c1c(CN(C)C)n(C)c2ccc(OC(C)=O)cc12,-22.7,52.6,101.3,-17.9,0.5,-4.6,96.7,0.66,85.2
CCCCN(C)S(=O)(=O)c1c(C)[nH]c(=O)[nH]c1=O,-44.7,-1.1,98.9,-18.3,4.2,23.3,99.0,0.03,102.5
CCOC(=O)c1sc(N(C)C)nc1-c1ccccc1,-12.0,-9.9,99.6,4.4,17.6,-13.4,101.1,-0.89,84.3
FC(F)(F)c1cc(C(F)(F)F)c2ccc(N3CCN(c4ncccn4)CC3)nc2n1,-12.3,-2.9,x,-18.2,-5.2,x,x,0.35,x
COc1ccc(NC(=O)c2cccnc2)c(OC)c1,-9.6,12.7,109.2,-52.1,7.0,7.3,100.7,0.62,85.0
SMILES,HUVEC tox IL1B,F-actin modifier,Lung fibro prol,HUVEC tox TNFa,VCAM1 TNFa inh,Smad3 inh,HUVEC prolif 384,Pyk2 oligo antag,H69AR inhibit
O=C(Nc1cccc(Br)c1)/C(=C\c1cccnc1)NC(=O)c1ccco1,-3.1,-26.4,x,-5.9,5.8,x,x,-0.16,x
Cc1ccccc1NC(=O)c1ocnc1C,x,x,101.1,x,x,-0.2[fluorescence artefact?],114.2,x,95.9
Cc1cc(C)nc(NC(=O)CCCC(=O)O)c1,36.2,10.1,101.6,-12.6,-18.1,0.3,94.4,1.04,97.3
CN(CC1CCCO1)S(=O)(=O)c1ccc(C(=O)Nc2nc(-c3ccccn3)cs2)cc1 (stereo not drawn),2.2,-7.5,41.5*,-9.1,-2.3,5.3,44.6,x,54.6
O=C(O)C1CCCN1C(=O)c1cncc(Br)c1 (stereo not drawn),-80.7,7.9,x,-40.3,-6.5,10.1,88.9,-0.86,107.3
Cc1cc2ncc(-c3ncc(C(F)(F)F)cc3Cl)cn2n1,16.6,30.9,x,-13.3,-0.6,x,x,-0.82,x
O=C(CN(Cc1ccco1)C(=O)CNS(=O)(=O)c1ccc(Cl)cc1)NCc1ccc(F)cc1,-8.2,-3.6,93.1,-16.7,6.4,8.5,96.3,0.05,87.5
O=C(O)CCCC(=O)Nc1cccc2cccnc12,10.9,-31.4,x,-16.3,-0.5,x,x,-0.1,x
Cc1ccsc1C(=O)NC(C)c1ccc2c(c1)OCO2 (stereo not drawn),0.6,5.2,103.7,-36.0,9.0,-8.2,106.3,0.39,102.4
c1cncc(Nc2nc(-c3cccs3)cs2)c1,44.1,6.4,97.9,-29.8,-8.6,13.5,95.0,0.06,60.3
O=c1c2ccccc2oc2nc(-c3ccco3)n(CCc3ccccc3)c(=O)c12,x,x,100.3,x,x,-3.0,96.8,x,87.1
CC(=O)NC(=O)NC1OC(=O)C(Cl)=C1Cl (stereo not drawn),-14.4,12.4,90.1,-20.6,10.4,-0.4,87.9,0.45,59.8
COc1ccc(-c2nnc(SCc3cc(C)ccc3C)n2N)cc1,-42.6,-1.4,104.5,-21.3,-0.8,8.4,102.3,-0.2,95.1
Cc1cc(C(=O)NCCN2CCN(c3cccc(Cl)c3)CC2)n(-c2ccccc2)n1,x,x,58.1,x,x,9.8,52.9,x,29.1*
CCCCc1c(O)nc(SCC(=O)Nc2ccc3c(c2)CCC3)[nH]c1=O,x,x,98.2,x,x,-1.8,101.6,-0.58,94.7
COc1cc(OC)nc(NC(=O)CSc2nnc(-c3ccccc3)n2C2CCCCC2)n1,4.7,-1.7,113.1,4.5,11.8,-14.0,89.7,0.28,86.3
COc1ccc(C(=O)N2CCN(c3ccccn3)CC2)cc1,-5.0,-12.4,101.6,4.8,1.3,15.4[fluorescence artefact?],96.2,-0.23,101.8
COc1ccc(CCNC(=O)COC(=O)c2cnc(C)cn2)cc1OC,13.8,24.1,101.5,5.8,5.8,-9.7,99.7,1.55,97.3
